# High-throughput results deposited in PubChem by several laboratories.
# Yp Topo-I inh = inhibitors of Yersinia pestis topoisomerase I. actives 0.064% (n = 360,000). Y. pestis Topo-I cleavage product accumulation, plate reader. activity, % at 10 µM; in the data active means activity above about 50%, passing the limit was not always enough; further: inactives centre near 2
# PriA SSB inh = K. pneumoniae PriA-SSBct interaction inhibition | inhibition, % at 33 µM | actives 0.6% (n = 430,000) | AlphaScreen SSBct-PriA binding, biotinylated peptide; in the data active means inhibition mostly above about 37%, no sharp cut-off; inactive means mostly below about 20%;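 further: plate controls were negative control peptide for no effect and reference peptide for full effect; strong numbers were not always called active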
# DUSP3 inh = inhibitors of human VHR1 phosphatase (DUSP3). recombinant VHR phosphatase, pNPP absorbance. actives 0.52% (n = 290,000). inhibition, % at 13.3 µM. P51452. AID 1654; in the data active means inhibition above about 50%; further: some compounds called inactive have numbers as strong as hits
# Target sequence (P51452 whole entry, looked up): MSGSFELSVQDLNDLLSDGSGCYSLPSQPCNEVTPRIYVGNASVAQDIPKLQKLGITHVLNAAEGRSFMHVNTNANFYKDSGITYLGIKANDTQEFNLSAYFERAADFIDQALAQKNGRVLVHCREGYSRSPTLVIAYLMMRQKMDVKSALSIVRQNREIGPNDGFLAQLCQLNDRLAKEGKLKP
# PrPC surface inh = inhibitors of human cell surface prion protein PrPC. P04156. TR-FRET read-out. inhibition, % at 13.8 µM. actives 0.43% (n = 370,000); in the data active means inhibition above about 24%; further: 0% = median of the test wells and 100% = reference compound wells
# Rv3671c inh = inhibits the M. tuberculosis serine protease Rv3671c | AID 2606 | inhibition, % at 5.96 µM | actives 0.048% (n = 320,000) | P9WHR9; in the data active means inhibition above about 38%;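 further: extracellular domain of Rv3671c used as enzyme; 0% = enzyme with DMSO and 100% = no enzyme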
# Target sequence (P9WHR9 whole entry, looked up, the tested form may be a part): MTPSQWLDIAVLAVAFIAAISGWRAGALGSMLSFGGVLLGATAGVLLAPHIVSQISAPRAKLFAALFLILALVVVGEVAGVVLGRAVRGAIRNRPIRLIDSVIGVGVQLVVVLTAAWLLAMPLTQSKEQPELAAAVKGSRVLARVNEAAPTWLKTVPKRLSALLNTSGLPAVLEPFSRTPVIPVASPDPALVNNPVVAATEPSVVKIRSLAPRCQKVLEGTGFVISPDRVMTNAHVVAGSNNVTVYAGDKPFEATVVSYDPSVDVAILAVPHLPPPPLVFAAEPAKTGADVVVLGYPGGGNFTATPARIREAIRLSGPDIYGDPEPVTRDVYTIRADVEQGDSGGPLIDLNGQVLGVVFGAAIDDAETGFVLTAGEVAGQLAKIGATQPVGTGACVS
# CCHF vOTU inh = blocks the CCHF virus ovarian tumor domain protease | inhibition, % at 11.5 µM | AID 651958 | CCHFV vOTU protease, Pep-AMC fluorescence | actives 0.55% (n = 370,000); in the data active means inhibition above about 30%; further: 0% = vehicle wells with enzyme and 100% = no enzyme wells
# TcdB GH inh = TcdB glycohydrolase inhibition; AID 652162; P18177; TcdB glycohydrolase enzymatic assay, plate reader; actives 0.24% (n = 350,000); inhibition, % at 9.99 µM; in the data active means inhibition above about 10%
# MazF activator = increases E. coli MazEF RNase cleavage of RNA; P0AE70; FAM/BHQ RNA-DNA oligo cleavage fluorescence, 5 h; activation, % at 20 µM; actives 0.32% (n = 350,000); in the data active means activation above about 50%
# Target sequence (P0AE70 whole entry, looked up): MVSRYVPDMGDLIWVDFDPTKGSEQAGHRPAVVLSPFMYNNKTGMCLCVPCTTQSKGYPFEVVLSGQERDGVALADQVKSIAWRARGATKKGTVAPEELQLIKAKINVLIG
# SARS 3CLpro inh = SARS-CoV 3CLpro protease inhibition. P0C6X7. recombinant SARS-CoV 3CLpro, quenched FRET peptide cleavage. inhibition, % at 6 µM. actives 0.14% (n = 290,000); in the data active means inhibition above about 12%
# Vc quorum ag = quorum light induction in luxS cqsA deficient V. cholerae. V. cholerae BH1578 lux reporter, luminescence, 6 h. activation, % at 18.7 µM. actives 0.16% (n = 350,000). AID 588436; in the data active means activation mostly above about 9.7%, no sharp cut-off; further: not every result past the cut was called active; inactives centre near 0; reference of the scale not given here
# * hit, by the source's call; i = inactive; · = not tested or not shown; & = joins results of further samples.
# The opening 5 records, ahead of the listing:
SMILES,Yp Topo-I inh,PriA SSB inh,DUSP3 inh,PrPC surface inh,Rv3671c inh,CCHF vOTU inh,TcdB GH inh,MazF activator,SARS 3CLpro inh,Vc quorum ag
Cc1noc(C)c1S(=O)(=O)NC(=O)C1(C)CCN1C(=O)c1ccccc1CCc1ccccc1 (configuration not stated),-1.5,·,·,-0.8,·,-3.5,-1.3,·,·,i
CC1CCc2c(sc(NC(=O)COC(=O)c3ccc(NC(=O)CC#N)cc3)c2C#N)C1 (configuration not stated),11.7,-8.7,·,-1.7,-31.6,9.6,1.8,-21.5,·,-1.4
N#Cc1cc(-c2ccccc2)cnc1Sc1ccccc1,29.4,-153.9,10.2,9.1,-2.5,10.8,·,1.4,2.7,-0.5
NNC(=O)c1nc2ccccc2s1,5.4,·,·,-5.5,·,-1.8,-3.6,-6.5,·,i
O=C(c1ccccc1)N1CCN(CC(O)COc2cccc3ccccc23)CC1 (configuration not stated),36.8,-15.1,-11.8,-5.9,-1.4,-7.4,1.4,1.1,2.4,i

# The list itself, from the start:
SMILES,Yp Topo-I inh,PriA SSB inh,DUSP3 inh,PrPC surface inh,Rv3671c inh,CCHF vOTU inh,TcdB GH inh,MazF activator,SARS 3CLpro inh,Vc quorum ag
Cc1noc(C)c1S(=O)(=O)NC(=O)C1(C)CCN1C(=O)c1ccccc1CCc1ccccc1 (configuration not stated),-1.5,·,·,-0.8,·,-3.5,-1.3,·,·,i
CC1CCc2c(sc(NC(=O)COC(=O)c3ccc(NC(=O)CC#N)cc3)c2C#N)C1 (configuration not stated),11.7,-8.7,·,-1.7,-31.6,9.6,1.8,-21.5,·,-1.4
N#Cc1cc(-c2ccccc2)cnc1Sc1ccccc1,29.4,-153.9,10.2,9.1,-2.5,10.8,·,1.4,2.7,-0.5
NNC(=O)c1nc2ccccc2s1,5.4,·,·,-5.5,·,-1.8,-3.6,-6.5,·,i
O=C(c1ccccc1)N1CCN(CC(O)COc2cccc3ccccc23)CC1 (configuration not stated),36.8,-15.1,-11.8,-5.9,-1.4,-7.4,1.4,1.1,2.4,i
COc1ccc(NC2CCCN(C(=O)c3cccc(N4CCNC4=O)c3)C2)cc1 (configuration not stated),3.7,-1.5,27.4,1.4,0.0,-11.7,1.6,7.0,-1.0,-0.3
CCC(=O)c1cn(CCOc2ccccc2OC)c2ccccc12,-15.8,1.1,5.8,12.5,-2.1,0.9,0.4,-2.0,1.1,-0.4
COc1ccccc1NC(=O)N1C[C@@H]2C[C@@H](C1)c1cccc(=O)n1C2,-0.3,·,32.8,-3.8,-1.0,1.8,0.1,3.1,-6.4,-0.4
O=S(=O)(NCc1csc(-c2cccs2)n1)c1cccs1,0.4,-6.5,28.9,-5.5,-13.6,2.8,2.5,12.2,0.3,i
CCN(CC)C(=O)C1=C(C)N(Cc2ccccc2)C(=O)C(CC(=O)NCc2ccco2)C1 (configuration not stated),-7.6,·,·,3.9,·,4.0,0.9,4.1,·,-0.2
CC1CCC(C(=O)NC(C(=O)NCc2cccnc2)C(C)C)CC1 (configuration not stated),3.0,-16.3,-14.9,5.2,3.3,2.6,·,4.9,-0.7,-0.5
CC1(C(=O)NS(=O)(=O)c2ccc(F)cc2F)CCN1C(=O)Cc1cccc2ccccc12 (configuration not stated),5.5,·,·,1.9,·,-1.9,-1.6,·,·,-0.2
COc1cccc(N(Cc2nnc3n2CCCCC3)C(=O)Nc2ccccc2)c1,-2.7,-15.6,18.4,0.8,4.2,-1.5,-0.4,8.9,0.0,0.8
O=C(Cn1c(=O)cnc2ccccc21)N1CCN(S(=O)(=O)c2ccc(F)cc2)CC1,-4.1,-15.4,·,-2.3,-10.0,-1.4,1.5,-1.3,·,-5.9
O=C(CCC(=O)OCC(F)(F)C(F)F)Nc1ccccc1F,11.5,-4.8,-19.0,0.0,3.0,-3.2,1.8,10.1,0.3,-0.2
COc1ncnc2c1ncn2CCCNCCN1CCOCC1,3.1,·,·,-1.3,·,9.6,-0.9,4.2,·,i
O=C(CN1CCSCC1)c1c[nH]c2ccccc12,-5.2,-11.7,32.9,2.2,2.4,9.4,·,-17.9,-0.7,-11.8
COc1cccc(OC)c1C(=O)Nc1nnc(-c2cccs2)s1,-7.9,-3.9,11.1,-0.4,-1.1,-4.3,-0.6,-12.9,1.9,-3.3
COc1ccc(-c2cc3nc4n(c(=O)c3s2)CCC4)cc1,0.9,-7.5,9.9,-13.6,-0.8,-91.7,-1.6,6.3,-5.4,-1.0
N#Cc1c(-c2ccc(Cl)cc2)ccn2nc(CCC(=O)O)nc12,-3.5,2.9,-3.4,-27.0,1.7,19.9,·,-8.2,1.1,7.7
CCC(=O)n1nc(-c2ccc(OC)cc2)nc1SC,-1.7,-1.5,7.5,-0.7,4.4,-2.1,·,-0.7,0.4,-2.8
CC(C)(C)C(=O)NC1(C(F)(F)F)NC(=O)N(Cc2ccccc2)C1=O (configuration not stated),-5.3,-5.2,-2.5,7.0,7.8,-10.0,1.3,2.4,0.8,-0.7
O=C(CC(Cc1ccccc1)C(=O)O)Nc1ccccc1 (configuration not stated),-2.1,-3.9,-28.0,7.8,8.9,4.3,1.5,11.3,2.6,i
CCCOc1c(Br)cc(C(N)=O)cc1OCC,-10.1,-5.6,25.7,-1.5,0.8,-7.0,·,-4.8,-0.2,i
COc1ccc(N(CC(=O)N2CCC(Cc3ccccc3)CC2)S(C)(=O)=O)cc1,-1.8,1.4,-23.3,2.5,8.6,5.6,1.1,-12.5,0.9,-0.2
CC1(C)Cc2noc(N)c2C(C)(C)N1O,-1.5,-15.8,8.8,-4.6,-10.2,-3.0,·,2.0,2.6,-0.2
O=Cc1ccc(O)cc1O,3.7,-8.5,12.5,0.0,-6.7,0.2,-0.7,9.5,1.5,-0.5
COc1ccccc1C(=O)NC(=S)Nc1ccc(NC(=O)c2cccs2)cc1,-6.5,-1.4,-3.9,3.8,-17.3,-6.7,-1.1,2.6,9.2,-0.1
CCCn1c(NC(=O)CSCC(=O)Nc2cc(C)on2)nc2ccccc21,5.2,1.5,·,-0.3,-1.6,-10.0,-0.7,-10.7,·,i
COc1cc2nc(C3CCC3)nc(N3CCN(c4ccccn4)CC3)c2cc1OC,13.8,16.4,30.1,·,-5.6,·,·,-3.2,-1.9,-0.8
Cc1ccc(OCCSc2nnc(C)c(=O)n2N)cc1,-2.9,1.9,14.4,6.0,-5.5,-11.6,-0.9,-1.0,4.6,-0.7
Cc1sc2nc(CN3CCCC3)nc(N3CCC(C(N)=O)CC3)c2c1C,12.9,-12.0,-0.5,-1.2,0.0,7.3,·,0.0,-0.7,i
COc1cc(/C=C(\CC(=O)O)c2nc3ccccc3s2)cc(OC)c1O,-3.0,7.5,12.5,-0.5,6.8,13.9,-3.2,-2.5,-1.1,i
O=C(Nc1cccc(-c2nc3cc(Cl)ccc3o2)c1)C1CCCO1 (configuration not stated),16.9,-23.1,5.0,-6.6,0.3,15.1,0.2,-0.4,2.4,-0.6
COC(=O)/C=C1/N/C(=N\c2nc(C)cc(C)n2)N(c2ccccc2)C1=O,8.2,·,2.6,-3.6,-8.9,3.9,·,-1.7,-2.9,-0.2
COC(=O)CN(c1cccc(C(C)=O)c1)S(C)(=O)=O,2.3,9.3,-0.2,6.6,-1.5,10.7,-0.3,-1.1,-0.5,-3.7
CCCNC(=S)NC1CC2CCC(C1)N2Cc1ccccc1 (configuration not stated),1.3,3.7,37.0,1.3,5.2,-4.5,0.6,-0.5,1.4,-0.2
COc1ccccc1OCCNC(=O)Cc1ccc(S(=O)(=O)N2CCOCC2)s1,-2.4,-15.9,·,4.0,1.6,5.9,0.3,-6.8,·,i
CCOC(=O)C1=C(CC)Nc2ccccc2N=C1NC(=O)c1cccc(S(=O)(=O)N2CCOCC2)c1,14.4,-4.2,·,-1.0,-4.1,-8.7,0.1,-1.1,·,-0.3
CC(C)S(=O)(=O)N1Cc2ccccc2-n2nncc2C1,2.8,·,·,6.7,·,1.5,-0.8,5.4,·,-0.4
CC(C)(C)c1ccc(C(=O)NCCC(=O)Nc2ccc3c(c2)OCCO3)cc1,27.8,0.9,·,6.2,·,2.5,1.3,0.7,·,i
Cc1nnc(SCC(=O)Nc2ccc(S(=O)(=O)N3CCCC3)cc2)n1N,0.9,-18.6,-10.2,-1.4,-7.9,-33.0,·,11.5,-2.5,i
COc1ccc(N(CC(=O)Nc2cccc(C(=O)O)c2)S(=O)(=O)c2c(C)noc2C)cc1,0.3,-12.4,34.3,3.6,-5.2,17.6,·,6.2,1.8,i
COc1ccc(OC)c(C(=O)c2c(C)oc3cc(Br)c(O)c(CN(C)C)c23)c1,-5.9,18.5,·,-10.1,9.8,6.7,0.2,4.9,·,-0.2
O=C(CNC(=O)c1ccccc1)NCC(=O)OCC(=O)c1ccc([N+](=O)[O-])cc1,-0.7,1.5,-6.1,-6.6,-7.5,-1.6,-0.5,-2.6,-7.3,i
O=C(Cn1c(=O)[nH]c2ccsc2c1=O)N1CCN(c2ccc(F)cc2)CC1,·,-3.0&-15.8,-0.2,2.8,-8.4,2.9,·,-10.5,-0.4,·
O=C(NCc1cccs1)c1cccc(Nc2nc3ccc(Br)cc3[nH]2)c1,-28.1,1.9,7.2,-6.9,43.3*,11.9,1.5,7.4,4.4,i
CC1CCCC(NC(=O)CSc2ncccc2C(=O)O)C1C (configuration not stated),-3.7,-0.8,-5.8,-6.7,1.5,11.5,0.0,-2.5,1.9,·
COc1cccc2cc(-c3ccnc(N)n3)oc12,10.4,4.5,-15.9,-16.5,-1.9,3.9,0.5,5.0,-2.9,i
O=C(N1CCCCC1)C1(c2ccccc2)CCOCC1,2.0,-2.6,1.5,5.7,-3.6,15.8,·,0.2,-0.4,16.3
CC(=O)N[C@@H](C)c1nc2ccccc2n1CCCN1CCN(c2nc(-c3ccc(C)cc3)cs2)CC1,35.4,5.6,25.1,2.3,-1.4,4.1,1.9,5.7,-6.7,i
CC1CCCC(C)N1CCNC(=O)Nc1ccc(Cl)cc1 (configuration not stated),-11.5,-3.0,18.1,-4.3,-6.5,-3.0,·,5.5,1.0,-0.3
CC1=CC2CC1C1C(=O)N(c3ccc(S(=O)(=O)Nc4nc(C)cc(C)n4)cc3)C(=O)C21 (configuration not stated),-3.5,-14.3,1.9,3.9,-2.2,-2.0,-0.1,-0.5,-6.8,3.1
Cc1cc(C)nc(NS(=O)(=O)c2ccc(NC(=O)c3ccc(N4C(=O)CCC4=O)cc3)cc2)n1,-4.4,-10.8,8.5,0.3,0.8,-13.4,·,-2.9,1.5,-0.6
O=C(Nc1ccccc1C(=O)NCc1ccccc1)c1ccco1,-5.4,-6.2,6.1,-1.3,1.8,6.7,·,2.3,0.1,-1.4
CC(C)(C)Cc1nc(-c2ccccn2)no1,-4.5,-4.2,-0.2,-1.1,-3.1,-0.4,·,-2.5,-3.7,14.3
CC1(c2nnc(-c3ccncc3)o2)CC(c2ccc([N+](=O)[O-])cc2)=NO1 (configuration not stated),-6.2,-17.7,-4.1,-13.9,·,5.8,0.6,3.0,·,i
Cc1ccc(S(=O)(=O)Nc2ccc(N(C)S(=O)(=O)c3ccc(C)cc3)cc2)cc1,16.0,-17.0,27.1,12.8,-10.7,0.2,0.1,12.7,2.1,1.7
O=C1/C(=C/c2cccnc2)Sc2ccccc21,-3.6,23.1,18.9,1.0,-6.4,-5.7,·,1.6,0.9,-0.5
COc1ccc(N2CC(NC(=O)N3CCN(C(=O)c4ccco4)CC3)CC2=O)cc1OC (configuration not stated),0.8,-4.0&-4.5,·,2.5,9.7,6.0,0.4,7.3,·,5.0
Cc1cnc(C(=O)Oc2cccc(Cl)c2Cl)cn1,-2.2,-14.2,30.6,-0.5,7.2,15.1,0.1,-2.7,-2.7,-0.9
COc1ccc(/C=C(\NC(=O)c2ccco2)C(=O)NC(Cc2ccccc2)C(=O)O)cc1 (configuration not stated),-6.6,-8.3,27.7,9.3,-7.3,-3.5,0.5,6.5,3.6,-0.3

# An excerpt, so the mix of outcomes need not match the whole.
